NALP3 yeast inh = NALP3 inflammasome inhibitors in reconstituted yeast, primary screen, luminescence, uHTS; Yeast reconstituted NLRP3/ASC/caspase-1, beta-gal luminescence, 24 h; inhibition, % at 10 µM; 330,000 tested, 0.39% active; AID 2825, 2010;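 active = inhibition of 50% or more; inactive = inhibition below 50%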;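 also: plate controls were induced DMSO wells for no effect and uninduced yeast grown without galactose for full effect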
beta cell repl = inducers of MIN6 beta-cell proliferation, primary screen, ATP luminescence, uHTS | MIN6 cells proliferation, ATPlite luminescence, 48 h; cells starved in 0.2% serum; 100% = growth in 10% serum | proliferation, % at 10 µM | 330,000 tested, 0.29% active | AID 2380, 2010;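 active = compounds whose signal lies at least 3.5 SD above the mean of all wells on their plate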;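 also: 0% = DMSO-treated cells in low-serum medium and 100% = 10% serum control; some compounds called inactive have numbers as strong as hits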
TIM10 inh = growth inhibitors of isogenic TIM10 control yeast, primary screen, counter-screen for tim10-1 yeast inhibitor project, luminescence, uHTS | 330,000 tested, 1.4% active | S. cerevisiae TIM10 strain growth, BacTiter-Glo luminescence, 24 h | inhibition, % at 10 µM | AID 463195, 2010;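 active = inhibition of 40% or more at the single tested concentration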;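 also: wild-type TIM10 isogenic control strain grown at permissive 25 °C; 0% = DMSO yeast wells and 100% = minimal medium wells without yeast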
tim23-1 inh = growth inhibitors of tim23-1 mutant yeast, primary screen, luminescence, uHTS; AID 463212, 2010; inhibition, % at 20 µM; 330,000 tested, 1.3% active; S. cerevisiae tim23-1 growth, BacTiter-Glo luminescence, 24 h;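 active = growth inhibition of the mutant yeast at or above 50%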;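 also: temperature-sensitive mutant grown at 25 °C; plate controls were DMSO-treated mutant yeast for no effect and medium wells lacking yeast for full effect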
APJ antagonist = antagonists of human apelin receptor APJ, primary screen, CHO-K1 cells, beta-arrestin complementation, luminescence; P35414; inhibition, % at 20 µM; 330,000 tested, 0.32% active; AID 2521, 2010;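 active = inhibition above about 40% at 20 µM, limit read from the data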;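 also: cells challenged with 10 nM apelin-13 agonist together with compound; plate controls were apelin-13 plus DMSO wells for no effect and DMSO wells lacking apelin-13 for full effect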
Target sequence (P35414 whole entry, looked up): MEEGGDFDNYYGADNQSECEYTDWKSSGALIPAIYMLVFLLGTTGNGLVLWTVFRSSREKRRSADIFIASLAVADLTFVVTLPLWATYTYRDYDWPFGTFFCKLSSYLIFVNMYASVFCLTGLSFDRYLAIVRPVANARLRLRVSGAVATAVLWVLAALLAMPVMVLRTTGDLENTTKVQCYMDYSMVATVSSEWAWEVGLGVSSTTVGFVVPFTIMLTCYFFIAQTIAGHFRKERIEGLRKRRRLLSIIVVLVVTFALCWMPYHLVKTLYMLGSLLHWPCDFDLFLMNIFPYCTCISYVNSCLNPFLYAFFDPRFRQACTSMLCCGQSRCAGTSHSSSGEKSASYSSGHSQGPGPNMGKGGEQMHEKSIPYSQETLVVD
tim10-1 inh = growth inhibitors of tim10-1 mutant yeast, primary screen, luminescence, uHTS; 330,000 tested, 2.2% active; inhibition, % at 20 µM; S. cerevisiae tim10-1 ts strain growth, BacTiter-Glo, 24 h;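 active = inhibition of at least 40%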;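 also: mutant grown at 25 °C; 0% = DMSO wells with yeast and 100% = wells holding no yeast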
NR3A LBD binder = binders of NR3A ligand-binding domain, primary screen, biophysical, differential scanning fluorimetry, uHTS; Glutamate receptor ionotropic, NMDA 3A (GRIN3A) ligand-binding domain; NR3A LBD differential scanning fluorimetry, Tm shift; 0% = protein alone, 100% = glycine-bound protein; Tm shift relative to glycine control, % at 25 µM; 340,000 tested, 2.5% active; AID 1259313, 2017;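 active = melting temperature shift of at least 10% of the positive control shift, at one fixed dose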
MPTP inh = mitochondrial permeability transition pore inhibitors, primary screen, biochemical, isolated mouse mitochondria, absorbance | Ca2+ swelling absorbance, 30 min | inhibition, % at 10 µM | 360,000 tested, 1.4% active;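 active = inhibition of 50% or more, scaled per plate between neutral and stimulator controls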;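 also: 0% = DMSO wells given calcium and 100% = 1 mM EGTA wells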
APJ agonist = agonists of human apelin receptor APJ, primary screen, CHO-K1 cells, PathHunter beta-arrestin, luminescence | 0% DMSO wells, 100% apelin | activation, % at 20 µM | 330,000 tested, 0.11% active;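 active = activation more than six SD over the plate average, tested at 20 µM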;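 also: 0% = DMSO alone and 100% = apelin-13 at 10 nM; some results filed as inactive read as strong as hits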
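Material: engineered CHO-K1 APJ arrestin reporter cells; amount: 1000 CHO-K1 reporter cells seeded per well; incubation: compound stimulation 90 min at 25 °C, detection 60 min; signal: luminescent beta-gal fragment complementation, chemiluminescent substrate; read-out basis: APJ agonist activity; controls: DMSO-only wells as negative, 10 nM Apelin-13 as positive control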
* hit, by the source's call.

SMILES | NALP3 yeast inh | beta cell repl | TIM10 inh | tim23-1 inh | APJ antagonist | tim10-1 inh | NR3A LBD binder | MPTP inh | APJ agonist
Cc1cc(Cl)ccc1OCC(=O)NCC(c1cccs1)N1CCOCC1 (centres undefined) | 16 | -1 | 3 | 26 | -4 | 26 | 6 | -2.7 | -1
COc1cc(O)c(C(CC(=O)N2CCCC2)c2ccc3c(c2)OCO3)c(OC)c1 (centres undefined) | 12 | -4 | -4 | 14 | 21 | 1 | -2 | 1.6 | 2
O=C(Nc1nnc(SCc2ccccc2)s1)c1cc2c(s1)CCCC2 | 7 | -2 | -7 | -7 | 4 | 3 | -4 | -3.5 | -1
CCO/N=C1\C(=O)N(c2ccccc2)c2ccccc21 | 18 | -3 | 1 | 37 | 3 | 14 | -1 | 0.0 | -3
CCNC(=O)CN1c2cccc3cccc(c23)S1(=O)=O | 15 | 1 | -5 | 6 | -3 | 6 | -1 | -1.9 | 0
COC(=O)C1=C(N)c2ccccc2C1(C#N)c1ccccc1 (centres undefined) | -20 | -2 | 14 | 6 | 17 | 14 | 1 | -0.9 | -3
CC1CCN(S(=O)(=O)c2nnc(NC(=O)c3ccccc3Br)s2)CC1 | 21 | 0 | -1 | 16 | 16 | 3 | -1 | 0.9 | 8
COc1ccc(OCc2n[nH]c(=S)n2N)cc1 | 0 | 1 | 8 | 5 | -1 | -9 | 0 | -0.8 | -3
COc1ccc(NC(=O)c2ccc(COCC(F)(F)C(F)F)cc2)cc1 | 8 | -2 | 15 | 24 | -10 | 17 | -8 | 0.2 | -2
CCCCNC(=S)NCc1ccc2[nH]c(C)cc2c1 | 32 | -4 | -9 | 10 | 6 | 7 | -29 | 0.8 | 4
CC(C)(C)c1nc2ccccc2c2nnc(SCC(=O)Nc3nc4ccccc4s3)n12 | 16 | -4 | 7 | -3 | -18 | 11 | 7 | 6.5 | -1
Cc1ccc(-c2nn(CCC(N)=O)c(=O)c3ccccc23)cc1 | 11 | -2 | -11 | 9 | -5 | 17 | 1 | -1.7 | -3

In the list so far, these have two or more sulfur atoms:
SMILES | NALP3 yeast inh | beta cell repl | TIM10 inh | tim23-1 inh | APJ antagonist | tim10-1 inh | NR3A LBD binder | MPTP inh | APJ agonist
O=C(Nc1nnc(SCc2ccccc2)s1)c1cc2c(s1)CCCC2 | 7 | -2 | -7 | -7 | 4 | 3 | -4 | -3.5 | -1
CC1CCN(S(=O)(=O)c2nnc(NC(=O)c3ccccc3Br)s2)CC1 | 21 | 0 | -1 | 16 | 16 | 3 | -1 | 0.9 | 8
CC(C)(C)c1nc2ccccc2c2nnc(SCC(=O)Nc3nc4ccccc4s3)n12 | 16 | -4 | 7 | -3 | -18 | 11 | 7 | 6.5 | -1

The listing picks up, repeating the two entries before the break.
SMILES | NALP3 yeast inh | beta cell repl | TIM10 inh | tim23-1 inh | APJ antagonist | tim10-1 inh | NR3A LBD binder | MPTP inh | APJ agonist
CC(C)(C)c1nc2ccccc2c2nnc(SCC(=O)Nc3nc4ccccc4s3)n12 | 16 | -4 | 7 | -3 | -18 | 11 | 7 | 6.5 | -1
Cc1ccc(-c2nn(CCC(N)=O)c(=O)c3ccccc23)cc1 | 11 | -2 | -11 | 9 | -5 | 17 | 1 | -1.7 | -3
CCOC(=O)C1C(=O)NC(c2ccccc2)=NC1c1ccc(Cl)cc1 (centres undefined) | 4 | 0 | 20 | 22 | 10 | 27 | 1 | 0.3 | -3
Nc1cc(Cl)ccc1Oc1ccc(Cl)cc1 | 7 | 1 | -1 | 1 | 9 | 0 | 1 | 0.7 | -2
C/C(=N\NC(=O)c1ccn(C)n1)c1cccc(NC(=O)c2ccc(C)s2)c1 | 4 | 0 | 11 | 13 | 2 | 11 | -16 | -1.0 | -2
O=C(O)CCc1ccc(-c2ccc(Cl)cc2)o1 | 26 | 0 | -1 | 23 | 6 | 26 | 0 | -0.6 | -3
CCOC(=O)CCC(NC(=O)CCCCC(=O)NC(CCC(=O)OCC)C(=O)OCC)C(=O)OCC (centres undefined) | 22 | 0 | 11 | 6 | 2 | 1 | 0 | -0.1 | 1
CC1CC(C)(C)CC2(C1)NC(=O)N(CC(=O)N1CCN(Cc3ccc(C#N)cc3)CC1)C2=O (centres undefined) | 2 | 0 | 0 | -13 | -11 | -12 | 0 | 5.0 | -2
C=CCNC(=S)NNC(=O)c1csc(C)c1C | 18 | -3 | -5 | -3 | 21 | 21 | 0 | 0.8 | -1
CCc1cccc(CC)c1NC(=O)c1cccc(NC(=O)c2ccccc2)c1 | 1 | 0 | 12 | 20 | 11 | 30 | 0 | 7.1 | 0
Cc1cccc2sc(N(CCCN(C)C)C(=O)COc3ccc(Cl)cc3)nc12 | 21 | -4 | 0 | -65 | -8 | -7 | -1 | 14 | 2
Cc1cc(NC(=O)c2cc(F)c(F)cc2Cl)no1 | -4 | 0 | -6 | 5 | -5 | 5 | 2 | 4.9 | 0
CN(C)CCNC(=O)C(=O)NCC(c1ccc2c(c1)OCO2)N1CCN(c2ccc(F)cc2)CC1 (centres undefined) | 21 | -5 | -3 | -8 | 26 | -12 | -2 | -1.8 | -5
Fc1ccc2c(c1)/C(=N/Nc1ccccn1)CCS2 | -94 | 1 | 37 | 7 | 15 | 35 | -7 | 1.2 | -2
O=C(COC(=O)c1cc(-c2cccc3ccccc23)nc2ccccc12)NC1CCS(=O)(=O)C1 (centres undefined) | 0 | -4 | 7 | 12 | 3 | 14 | -10 | -0.2 | -1
Cc1cc(C)nc(SCc2nnc(SCC(N)=O)n2Cc2ccco2)n1 | 5 | -1 | 7 | 13 | 8 | 15 | -1 | 0.2 | 3
CCOC(=O)COc1cc2oc(=O)cc(C)c2cc1[N+](=O)[O-] | 13 | -2 | -11 | 8 | -23 | 12 | 2 | 1.5 | -1
O=C(COC(=O)/C=C/c1cnc2ccccc2n1)NCC(F)(F)F | 4 | -3 | 16 | 17 | 7 | 37 | 1 | -2.5 | 11
O=Cc1cccc(OC(=O)/C=C/c2ccco2)c1 | 29 | -2 | -2 | 18 | 2 | 17 | 0 | 2.6 | 1
CCn1cc(C(=O)O)c(=O)c2cnc(N3CCN(C(=S)Nc4ccccc4Cl)CC3)nc21 | 17 | 0 | -7 | 12 | -1 | -10 | -1 | -0.2 | -3
Cc1ccc(C(=O)NCCCN2CCOCC2)c(C)c1 | 17 | 0 | -7 | 13 | -6 | -5 | 1 | 0.3 | 0
O=c1c2cccc(Cl)c2nc2n1Cc1ccccc1-2 | 24 | -4 | -27 | 2 | 4 | -11 | 1 | 5.8 | -3
OC(CNCCc1ccc(Cl)cc1Cl)COc1ccccc1 (centres undefined) | 27 | -6 | 17 | -3 | 20 | 25 | -5 | 2.7 | 1
COc1cc(C(=O)OCC(=O)c2c[nH]c3ccccc23)ccc1OCC(=O)N1CCOCC1 | 9 | -3 | 8 | 26 | -9 | 21 | -3 | 2.5 | 16
CC(=O)Nc1ccc(S(=O)(=O)N(C)CC(=O)N2CCN(C(=O)c3ccco3)CC2)cc1 | 4 | 2 | -12 | -5 | 7 | -6 | -1 | 1.2 | -1
C[C@H]1NC(=O)[C@@]2(C)[C@@H](c3ccccc3)[C@H]3COc4ccccc4[C@H]3N2C1=O | 11 | 2 | 2 | -8 | -1 | 3 | 3 | 0.7 | -4
Cc1nn(CCCC(=O)NCCc2ccc(Cl)cc2)c(=O)c2nn(-c3ccccc3)c(C)c12 | 13 | -5 | 1 | 14 | -3 | 19 | -2 | -0.1 | -3
O=C(CSc1nnc(Cc2cc(=O)[nH]c(=O)[nH]2)n1-c1ccccc1)N1CCCC1 | -9 | -3 | -26 | -3 | 11 | 5 | -1 | -0.7 | -3
O=C(Nc1ccncc1)c1ccc(Cl)c(Cl)c1 | 22 | -2 | 2 | 23 | -10 | -3 | 0 | 2.1 | -1
O=C(c1ccco1)N1CCN(S(=O)(=O)c2ccc3c(c2)CCN3C(=O)C2CC2)CC1 | 16 | -2 | 25 | 17 | 8 | 17 | 2 | 1.0 | 4
C1=CC2=NC34CCCCC3CC3=C(CCCC3)N4C2=CC1=NC1CCCCC1 (centres undefined) | 13 | -7 | 25 | 25 | -3 | 27 | -2 | 14 | 1
C[C@@H]1CN([C@@H](C)CO)C(=O)Cc2cc(NS(=O)(=O)c3cn(C)cn3)ccc2O[C@@H]1CN(C)C(=O)Nc1ccccc1 | -5 | 2 | 5 | 10 | 12 | 8 | 0 | -2.8 | -1
COC(=O)c1cc(N=C(N)N=C(N)N)cc(C(=O)OC)c1 | 15 | -2 | -6 | -1 | 5 | -8 | 1 | 3.0 | 0
CN(C)NC(=O)c1cccc(Cl)c1 | -3 | -2 | -9 | -13 | -11 | -22 | 2 | 2.2 | -2
Cc1ccc(S(=O)(=O)N(C)C)cc1NC(=O)CN1CCCC1 | 11 | 0 | -5 | 5 | 12 | -7 | 0 | -0.1 | -2
CCN(Cc1ccccc1)c1ccc(/C=N/NS(=O)(=O)c2ccc(C)c([N+](=O)[O-])c2)cc1 | 11 | -6 | 5 | 8 | -6 | 26 | 18* | 9.5 | -3
O=C(O)/C=C\c1ccccc1Oc1ccc(F)cc1 | -8 | -2 | 0 | 4 | -16 | -3 | -1 | -1.6 | -2
Cc1noc(C)c1COc1ccc(C(=O)NNC(=O)c2ccccc2F)cc1 | 16 | -3 | 0 | 7 | -1 | -4 | 3 | -0.8 | -4
O=C(NCC(c1cccnc1)N1CCN(c2ccccc2F)CC1)OCc1ccccc1 (centres undefined) | 18 | -2 | 2 | -20 | -9 | -24 | 12* | -2.4 | 3
Cc1[nH]c2ccccc2c1-c1csc(NC(=O)CN2CCOCC2)n1 | 30 | 1 | 0 | 24 | -4 | 8 | -2 | 1.3 | -1
O=C(NC12CC3CC(CC(C3)C1)C2)c1ccc(-c2ccc(Cl)cc2)o1 | 7 | -6 | 31 | 14 | -5 | 27 | -14 | 41 | 0
Cc1ccccc1Cc1n[nH]c(=S)n1N | -4 | 0 | 7 | 10 | -3 | 10 | -3 | 0.6 | 2
Cc1ccc(-n2[nH]c(C)c(/C=N/c3ccccn3)c2=O)cc1 | 5 | -2 | 3 | 7 | 11 | 13 | 1 | -0.8 | 2
O=C(N/N=C/c1ccc(Cl)cc1)c1nc2ccc([N+](=O)[O-])cc2c(=O)[nH]1 | 7 | 0 | 0 | -6 | 15 | 3 | 2 | 4.6 | -3

Fetched by compound from above, 2 records:
SMILES | NALP3 yeast inh | beta cell repl | TIM10 inh | tim23-1 inh | APJ antagonist | tim10-1 inh | NR3A LBD binder | MPTP inh | APJ agonist
Cc1ccc(S(=O)(=O)N(C)C)cc1NC(=O)CN1CCCC1 | 11 | 0 | -5 | 5 | 12 | -7 | 0 | -0.1 | -2
Cc1cc(C)nc(SCc2nnc(SCC(N)=O)n2Cc2ccco2)n1 | 5 | -1 | 7 | 13 | 8 | 15 | -1 | 0.2 | 3

Bioassay records deposited in PubChem by Sanford-Burnham Center for Chemical Genomics.
